Source: PubChem
NTR1 agonist – NTR1-driven beta-arrestin-GFP spot formation – imaging, U2OS cells, high content, primary screen (AID 493036); P30989; agonist mode; activation, % at 20 µM; 330,000 tested, 0.17% active;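 active = activation at or above 40% of the spot to cytoplasm intensity ratio, with at least 20 cells analyzed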;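 also: 0% = DMSO without peptide and 100% = 100 nM NTR1 peptide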
Target sequence (P30989 whole entry, looked up): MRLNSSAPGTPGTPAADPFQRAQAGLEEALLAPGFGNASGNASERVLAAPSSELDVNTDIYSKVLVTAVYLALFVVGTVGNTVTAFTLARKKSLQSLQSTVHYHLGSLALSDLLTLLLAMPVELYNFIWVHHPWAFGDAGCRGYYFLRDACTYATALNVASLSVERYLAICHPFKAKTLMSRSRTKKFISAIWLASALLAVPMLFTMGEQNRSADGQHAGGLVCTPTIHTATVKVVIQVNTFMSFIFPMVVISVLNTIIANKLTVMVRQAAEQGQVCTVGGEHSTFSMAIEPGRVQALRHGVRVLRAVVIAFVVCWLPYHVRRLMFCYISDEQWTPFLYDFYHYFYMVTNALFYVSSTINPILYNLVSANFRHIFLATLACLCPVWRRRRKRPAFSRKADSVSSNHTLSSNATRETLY
GPR55 beta-arrestin – selective activators of receptor GPR55 – imaging, U2OS cells, beta-arrestin-GFP redistribution, primary screen (AID 1961); U2OS GPR55 beta-arrestin-GFP redistribution imaging; higher % means a stronger effect; activation, % at 10 µM; hits with a dose series show EC50 in µM; 290,000 tested, 0.048% active;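 active = activation above 40% with more than 50 cells counted in the well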;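 also: U2OS osteosarcoma cells stably expressing GPR55 and beta-arrestin-GFP; plate controls were DMSO negative control for no effect and LPI positive control for full effect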
Yfh1-off respiration – mitochondrial function rescue without frataxin homolog – Friedreich's ataxia, plus single-dose screen, dose response (AID 1465); S. cerevisiae Yfh1-off respiration, WST-1 reduction, 72 h; higher fold induction means a stronger effect; fold induction at 50 µM; hits with a dose series show EC50 in µM; 220,000 tested, 0.074% active;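 active = fold induction of absorbance versus untreated yeast above a set limit, then at least 30% activation at any dose in follow-up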;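 also: activators that raise dye reduction in frataxin-depleted yeast; strong numbers were not always called active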
KOR beta-arrestin-1 – kappa opioid receptor activators – cell-based, luminescence, uHTS, primary screen (AID 1777); KOR beta-arrestin recruitment, luminescence; higher % means a stronger effect; activation, % at 10 µM; hits with a dose series show EC50 in µM; 280,000 tested, 0.02% active; in the data active = activation above about 50%, passing the limit was not always enough; also: a part of the inactive calls stands beside numbers as strong as those of hits
HEK293 NOD2/NF-kB – inhibition of NOD2-driven NF-kB reporter – cell-based, luminescence, uHTS, HEK293 (AID 1566) | HEK293 NOD2/NF-kB luciferase reporter, luminescence; higher % means a stronger effect | inhibition, % at 4 µM, or EC50 in µM where a hit was titrated | 290,000 tested, 0.63% active; also: many of its hits are not listed in these tables
TNAP activation fold – stimulation of alkaline phosphatase TNAP activity – biochemical, luminescent, no phosphate acceptor, uHTS, primary screen (AID 1001) | purified TNAP, luminescent activation assay, no phosphate acceptor; higher activation fold means a stronger effect | one-dose activation fold at 20 µM; EC50 in µM for titrated hits | 200,000 tested, 0.03% active; in the data active = activation fold from about 3, or a potency from the dose series; inactive = the rest, 99 in 100 with activation fold below about 1.6; also: many of its hits are not listed in these tables
CSM14.1 death rescue – protection against thapsigargin-triggered cell killing – 384-well, CSM14.1, ATP luminescence, primary screen (AID 1222); CSM14.1 thapsigargin-induced death rescue, ATP luminescence; higher % means a stronger effect; one-dose cellular ATP content (survival), % at 20 µM; EC50 in µM for titrated hits; 190,000 tested, under 10 active;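 active = EC50 below 50 µM in the dose-response confirmation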;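 also: death triggered by thapsigargin at about 15 µM added after 2 h compound pretreatment; cell ATP read after overnight thapsigargin exposure of roughly 18 to 22 hours; normalized against plate controls of thapsigargin alone and 5% DMSO vehicle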
NOD1 inhibition – NOD1 signaling inhibitors, primary screen, cell-based, luminescence, uHTS (AID 1578) | NOD1-driven NF-kB luciferase reporter cells, luminescence; higher % means a stronger effect | inhibition, % at 4 µM; hits with a dose series show EC50 in µM | 290,000 tested, 1% active; in the data active = inhibition mostly above about 36%, no sharp cut-off; inactive = mostly below about 34%;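 also: HEK-293T reporter cells stimulated with the NOD1 agonist gamma-tri-DAP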
KOR beta-arrestin-2 – kappa opioid receptor blockers – cell-based, luminescence, uHTS (AID 1778). KOR beta-arrestin recruitment, luminescence, antagonist mode; higher % means a stronger effect. inhibition, % at 10 µM, or IC50 in µM where a hit was titrated. 290,000 tested, 0.091% active; also: strong numbers were not always called active
NTR1 agonist cell count 20 µM – recorded beside NTR1 agonist, whose call it bears; cell count; measured here: cell count, cytotoxicity flag
An asterisk follows results filed as active; i = inactive; x = not tested or not shown; [ ] = dose if it differs, or a comment. Rule as the data show it, unless noted: active = inhibition above about 50%; inactive = the rest.

SMILES	NTR1 agonist	NTR1 agonist cell count 20 µM	GPR55 beta-arrestin	Yfh1-off respiration	KOR beta-arrestin-1	HEK293 NOD2/NF-kB	TNAP activation fold	CSM14.1 death rescue	NOD1 inhibition	KOR beta-arrestin-2
CC(=O)NNC(=S)NC(=O)C(c1ccccc1)c1ccccc1	0.2	75	-0.2%	i	-7.1%	23.7%	2.2	18.3%	-32.5%	4.8%[20 µM]
CC(C)c1ccc(/C=C/C(=O)NC2CCCCC2)cc1	-0.8	44	-0.2%	i	0.4%	-9.3%	1.1	-0.3%	-27.1%	-2.8%
CCOC1(c2ccccc2)CC1C(=O)N/N=C/c1cccc([N+](=O)[O-])c1 (stereo not drawn)	2.6	40	0.2%	i	-0.9%	11.0%	x	x	0.3%	18.1%
Clc1cccc(COn2c(-c3ccc(Cl)cc3Cl)nc3ncccc32)c1	10.9	25	0.1%	i	-4.3%	28.5%	1	0.7%	31.6%	-16.1%
COc1cccc(NC(=O)N2CCCCCC2)c1	0.9	59	-0.1%	x	6.9%	-14.5%	x	x	-39.2%	-14.7%
O=C1CCCc2oc3c(c21)CCCC3	1.4	89	-0.3%	i	-4.8%	14.6%	1.1	-0.1%	-14.3%	10.5%
CN(CC(=O)NCc1cccs1)S(=O)(=O)c1cccc2cccnc12	-2.5	70	0.3%	i	5.7%	22.2%	1.1	0.1%	-13.2%	23.3%
CCOc1ccc2nc(NC(=S)NCc3ccccc3)sc2c1	14.4	50	-0.2%	i	-0.5%	4.7%	1.2	0.2%	-49.0%	-11.6%
CCOc1ccc(NC(=O)c2ccccc2OCC(=O)c2ccccc2)cc1	6.5	66	-0.1%	i	8.1%	-7.7%	1	-2.5%	-3.5%	-12.7%
Cc1ccc(OCC(O)CN2C(=O)NC(C)(C)C2=O)c(C)c1 (stereo not drawn)	-0.6	60	-0.1%	i	x	19.3%	1.1	-0.1%	-16.8%	-29.6%[20 µM]
CCCS(=O)(=O)N1CCN(C(=O)c2cc(OC)cc(OC)c2)CC1	1.9	51	0.6%	i	-1.3%	3.0%	1	4.1%	-1.3%	12.0%
Cc1c(Cl)cnc(NC(=O)COC(=O)Cc2coc3ccc4ccccc4c23)c1Cl	7.8	64	-0.3%	i	-0.4%	1.9%	1	-3.3%	-8.7%	13.5%
O=S(=O)(NCCC1=CCCCC1)c1cccc2nsnc12	x	x	0.1%	i	-1.6%	10.3%	1	-0.6%	-5.8%	18.5%
Cn1cc(C(=O)N2CCCC(Nc3ccc(F)cc3)C2)c2ccccc21 (stereo not drawn)	-1.0	64	0.0%	x	4.9%	14.7%	x	x	1.0%	-24.0%
Cc1ccc2[nH]c3c(=O)n(CC(=O)N4CC(C)CC(C)C4)ncc3c2c1 (stereo not drawn)	0.0	75	-0.2%	x	-1.7%	7.2%	x	x	-7.0%	-17.9%
CNC(=S)N/N=C/c1ccc(-c2cc([N+](=O)[O-])ccc2Cl)o1	3.7	93	-0.1%	i	-2.9%	-18.7%	1	-1.7%	0.9%	-175.4%[20 µM]
Cc1ccc2oc(C(=O)NCC3CCOCC3)c(C)c2c1	-0.9	68	0.3%	x	-1.0%	0.1%	x	x	-33.0%	-9.3%
CCC(C)(C)N=C(NC#N)Nc1cccnc1	-0.3	53	-0.1%	i	87.5%*	11.3%	1.1	-3.7%	-2.0%	-35.4%
Nc1ccccc1SC1CC(=O)N(c2ccc3c(c2)OCO3)C1=O (stereo not drawn)	-0.5	36	-0.3%	i	3.8%	-31.6%	x	x	-1.9%	47.0%
COc1ccc(CCNC(=O)CN(C)S(=O)(=O)c2ccc3nc(C)sc3c2)cc1OC	2.0	62	-0.3%	x	1.1%	12.2%	x	x	8.1%	-47.9%
CCCCCC1(C(=O)OCC)CC(CSC(=N)N)OC1=O (stereo not drawn)	0.4	86	0.5%	i	-1.6%	11.6%	0.8	-1.2%	-17.4%	-3.0%[20 µM]
Cc1ccccc1NC(=O)c1sc2nc(N3CCOCC3)c3c(c2c1N)CCCC3	3.3	66	0.9%	x	2.4%	23.1%	x	x	-11.9%	6.5%
O=C(c1ccccc1)c1c[nH]c(C(=O)NNc2cccc(Cl)n2)c1	1.1	50	0.2%	i	-2.5%	18.0%	1.6	-1.1%	-12.9%	-9.7%[20 µM]
CC1CC2(CC(C)(C(=O)CSc3nc4ccccc4s3)OC2=O)C(=O)O1 (stereo not drawn)	14.4	99	0.1%	i	0.6%	-9.1%	1.2	-2.2%	-19.1%	6.7%
CCC(C)[C@H](Nc1nc(-c2ccccc2)nc2c1oc1ccccc12)C(=O)O (stereo partly drawn)	0.6	46	-0.1%	i	3.9%	6.1%	1.1	0.1%	1.8%	-31.7%
O=C(NC(=S)Nc1cccc(NC(=S)NC(=O)c2ccco2)n1)c1ccco1	1.5	43	0.2%	i	-4.9%	2.4%	1.1	-0.2%	-28.7%	-6.6%[20 µM]
COc1cc(C(=O)NCC(=O)OCC(=O)c2ccc[nH]2)cc(OC)c1OC	-0.1	10	-0.2%	i	-4.1%	2.4%	1.4	-0.7%	-24.1%	3.8%
CCc1ccccc1NC(=O)CN(C)C(=O)CN1C(=O)NC2(CCCCCC2)C1=O	1.1	44	-0.1%	i	2.3%	9.4%	1.1	-2.8%	-2.8%	13.1%
CCCCOc1ccc(C(=O)OC(C)CN(C)C)cc1 (stereo not drawn)	-0.4	65	-0.1%	x	10.2%	3.3%	1	-0.4%	11.7%	-5.1%
CC(OC(=O)CN1C(=O)c2ccccc2C1=O)C(=O)NCc1ccccc1 (stereo not drawn)	-0.7	23	0.3%	x	4.5%	-3.1%	x	x	-35.9%	-20.8%
CC(NO)C(C)(C)NO (stereo not drawn)	-0.3	54	-0.2%	i	0.9%	4.7%	1.1	-2.6%	-7.2%	7.0%
Cc1nc(C)c(C(=O)O)c(-c2ccsc2)c1C(=O)O	1.6	65	0.8%	i	6.4%	13.8%	x	x	-2.6%	14.2%
CC(=O)c1ccc(-n2cc(-c3ccc(C(C)(C)C)cc3)[n+]3c2SCCC3)cc1	1.1	22	-0.3%	i	-2.5%	12.9%	1.1	1.7%	5.2%	-10.9%
Cn1c(CNC(=O)c2ccc(Cl)cc2)nnc1SCC(=O)NC1=NCCS1	-0.8	47	-0.2%	x	0.1%	-6.0%	x	x	-14.8%	-45.0%
Cc1ccc(NC(=O)c2sc(Cl)nc2C)c(C)c1	-1.3	61	0.1%	i	6.8%	-7.0%	1	-0.5%	7.5%	-37.7%
CC(=O)c1cccc(NS(=O)(=O)c2ccc3c(c2)oc(=O)n3C)c1	1.6	104	-0.1%	i	-1.0%	6.9%	1.1	x	19.3%	-21.8%
O=C(OCc1cccc(F)c1)c1cc2ccccc2cc1O	1.2	48	-0.2%	x	-4.0%	-4.8%	x	x	-15.6%	-10.2%[20 µM]
COCCn1c(C)nc2oc3ccc(Br)cc3c(=O)c2c1=O	-1.6	94	-0.2%	i	-5.4%	0.5%	1.1	0.2%	0.0%	43.2%
COc1ccc(N2CC(C(=O)NC3CCCCC3)CC2=O)cc1 (stereo not drawn)	-0.2	39	0.3%	x	0.4%	-1.9%	x	x	6.9%	-56.7%
O=[N+]([O-])c1ccc(Sc2n[nH]c(-c3ccco3)n2)nc1	-0.9	72	-0.1%	i	x	11.7%	1	1.2%	-18.0%	7.4%[20 µM]
O=C(C(=O)N1CCCCCC1)c1c[nH]c2ccccc12	-0.6	78	0.9%	x	-3.4%	2.0%	x	x	-40.2%	6.2%
CCN(CC(=O)Nc1cccc(OC)c1)C(=O)c1cnc(Cl)c(Cl)c1	-1.3	58	0.0%	x	5.1%	-31.2%	x	x	22.7%	-35.0%
O=C(Nc1ccccc1C(=O)N/N=C/c1ccccc1)c1ccco1	3.0	45	-0.2%	x	12.5%	-103.0%	x	x	18.1%	-35.3%
COc1ccc(CN(CC(=O)NC(C)C)C(=O)CCC(=O)Nc2nccs2)cc1	-0.3	46	0.6%	x	-4.8%	11.7%	x	x	2.5%	13.2%
O=C(Nc1cccc(O)c1)c1noc2c1CCc1ccccc1-2	3.8	43	-0.1%	i	-1.4%	-188.1%	1	-6.0%	-33.5%	6.8%
Nc1nnc(-c2cccc([N+](=O)[O-])c2)o1	-1.8	58	0.1%	i	8.9%	-0.1%	x	x	-5.4%	29.7%
Cc1ccc(NC(=O)CSc2nc3c([nH]c4ccccc43)c(=O)n2C)cc1	19.8	80	-0.1%	i	-1.5%	-13.5%	1.1	-0.8%	-54.4%	-74.5%
CCOC(=O)N1CCc2c(sc(NC(=O)CN(CC)CC)c2C#N)C1	-0.5	54	-0.1%	i	-4.5%	12.4%	x	x	1.6%	-13.1%
O=C(O)CC1(CC(=O)Nc2ccc(C(F)(F)F)cc2)CCCC1	-0.2	86	0.6%	x	-5.2%	-7.5%	x	x	5.8%	-5.5%
COc1ccc(C(=O)N(C)c2ccccc2C(=O)NCCc2ccccc2)cc1	-0.7	55	0.2%	x	-4.2%	16.7%	x	x	-10.6%	21.7%

Later entries
SMILES	NTR1 agonist	NTR1 agonist cell count 20 µM	GPR55 beta-arrestin	Yfh1-off respiration	KOR beta-arrestin-1	HEK293 NOD2/NF-kB	TNAP activation fold	CSM14.1 death rescue	NOD1 inhibition	KOR beta-arrestin-2
Cc1c(C)c(C)c(C(=O)C2CCN(c3ccc([N+](=O)[O-])cn3)CC2)c(C)c1C	2.2	49	0.0%	i	-2.1%	16.6%	x	x	2.6%	-36.3%
COc1ccc(CN2CCC(C(=O)NCCc3ccc(OC)c(OC)c3)CC2)c(OC)c1	-0.3	60	-0.1%	i	-4.6%	23.6%	1.1	0.0%	3.6%	-16.0%
CC(C)c1ccc(NC(=O)CSc2nc3ccsc3c(=O)n2Cc2ccc(C(=O)O)cc2)cc1	4.7	77	0.2%	x	8.6%	15.3%	x	x	-28.4%	-43.8%
O=C(CSc1nc2[nH]ncc2c(=O)n1-c1ccccc1Br)NCc1ccccc1Cl	0.2	45	-0.6%	i	-1.0%	5.7%	1.1	-0.4%	-12.5%	14.8%
CC(SCc1ccccc1)C(=O)NCc1ccccn1 (stereo not drawn)	x	x	0.3%	i	2.5%	-7.3%	1	0.0%	-48.4%	9.8%
CCCC(=O)Nc1ccc2c(c1)nc(CN1CCCC1)n2C	1.6	48	0.5%	i	-4.5%	13.6%	1.1	-2.6%	-21.9%	-26.0%
O=C(O)c1cc2c(s1)-c1ccccc1CC2	-1.4	66	-0.2%	i	0.3%	10.9%	1.2	-0.8%	-0.4%	-8.5%
c1ccc2cc(-c3csnn3)ccc2c1	0.9	47	-0.1%	i	0.9%	-20.8%	1	1.7%	14.5%	-24.5%
Cn1nccc1C(=O)N1CCCC(C(=O)c2ccc(C(F)(F)F)cc2)C1 (stereo not drawn)	-0.3	63	-0.1%	x	3.8%	18.4%	x	x	4.8%	-18.2%

Some of the compounds tested. The share of hits here may be higher or lower than overall.
